High-throughput results (PubChem)
TAG inh = inhibitors of triacylglycerol accumulation, primary screen, cell-based, uHTS, fluorescence, H9c2. H9c2 cells, Nile Red lipid (TAG) fluorescence; cells loaded with 200 µM oleic acid. inhibition, % at 12.5 µM. 230,000 tested, 0.66% active. AID 651582, 2012;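 active = pattern-corrected inhibition of lipid staining of at least 50% with the nuclear-stain viability signal not falling by more than 50%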;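 also: 0% = DMSO wells and 100% = triacsin C control wells; some results filed as inactive read as strong as hits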
TAG inh DAPI viability = further read-out of TAG inh, marked with its call; DAPI nuclei signal change (viability), lower = more cytotoxic, %;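 whole-well DAPI fluorescence read on a plate reader as a viability signal; minus 50 percent equals half of cells still viable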
The depositor's hits bear a star. Only part of the results is shown. The share of hits here may be higher or lower than overall.

SMILES	TAG inh	TAG inh DAPI viability
COc1ccc(C)cc1S(=O)(=O)N(C)CC(=O)NC1CCCC1	6	0
COc1ccc(NC(=O)Nc2nnc(CC(=O)Nc3ccccc3)s2)cc1	0	10
COc1cc(N)ccc1C(=O)O	-31	1
O=C(NCCN1CCC(Cc2ccccc2)CC1)C1CCN(S(=O)(=O)N2CCC3(CC2)OCCO3)CC1	7	7
CCOC(=O)CNC(=O)CSc1nnc(-c2cccc(C)c2)n1-c1ccc(OC)cc1	26	-16
O=S(=O)(Nc1ccc(C(O)(C(F)(F)F)C(F)(F)F)cc1)c1cccc2cccnc12	-9	8
CCOC(=O)Cc1cc(=O)[nH]n(-c2ccccc2)c1=O	-14	16
CC(=O)NC12CC3CC(C1)CC(C(=O)Nc1c(C)n(C)n(-c4ccccc4)c1=O)(C3)C2	4	-7
Cc1cc(=O)oc2cc(OCC(=O)c3ccc4c(c3)NC(=O)CO4)ccc12	7	16
CCCCC(=O)N(C)c1c(C)nc2ccc(C(=O)N3CCN(c4ccccc4)CC3)cn12	-8	-2
O=C(Nc1ccc(S(=O)(=O)Nc2ccccn2)cc1)C(F)(F)F	8	-12
COc1cccc(-n2c(=O)n(Cc3ccccc3)c(=O)c3[nH]cnc32)c1C	0	4
COc1ccccc1NC(=O)C(C)OC(=O)CSCC(=O)Nc1cc(C)on1 (stereo not given)	-19	0
Cc1ccc(-n2c(N)c(S(=O)(=O)c3ccccc3)c3nc4ccccc4nc32)cc1	2	167
O=C(OCc1c(-c2ccccc2)ncc2ccccc12)c1ccco1	5	0
N#CCSc1nnc(N)s1	-5	11
Cc1n[nH]c(=S)n(/N=C/c2cccc([N+](=O)[O-])c2)c1=O	-6	5
COC(=O)CCC(=O)Nc1ccc(NC(=O)CCC(=O)OC)cc1	0	15
CCOc1cc(C(=O)N(CC)CC(=O)Nc2c(F)cccc2F)ccc1OCC(=O)N1CCOCC1	2	-1
CC[C@@]1(C(=O)OC)N[C@H](CN(C)C(=O)c2ccc(C)cc2)[C@@H]2C(=O)N(C)C(=O)[C@@H]21	-22	-3
Cc1ccc(C(O)(C(=O)NNc2ccccn2)c2ccc(C)cc2)cc1	-2	-9
O=C(O)CC(Cc1ccc(Cl)cc1)C(=O)Nc1cc(Cl)ccc1Cl (stereo not given)	-3	3
O=C(NC(=S)Nc1cccc2cnccc12)c1ccccc1	-77	9
CCOC(=O)Cn1c(=O)n(Cc2ccco2)c(=O)c2ccc(C(=O)NC3CCCC3)cc21	-13	-13
COc1ccc(OC)c(C(C)NS(=O)(=O)c2cccs2)c1 (stereo not given)	-2	-7
COC(=O)N/N=C(\CCC(=O)O)c1cccs1	-9	10
C=CC[C@H](CC(=O)N(CCO)Cc1ccccc1)C(=O)N[C@@H](COC(=O)[C@@H](CC=C)Cc1ccc(F)cc1)Cc1c[nH]c2ccccc12	34	-8
CC(NC(=O)c1ccc(N(C)C)cc1)c1ccc(F)cc1 (stereo not given)	-7	3
COc1ccc(OC)c(NC(=O)COC(=O)c2ccc(-n3cnnn3)cc2)c1	-8	4
O=Cc1[nH]c2ccccc2c1N(C(=O)CCl)c1ccccc1	-11	8
CN(CCc1ccccn1)c1ccccc1	-13	7
CCOC(=O)N1CCc2c(sc3ncn(C)c(=O)c23)C1	8	-7
COc1ccc(CC(=O)NNS(=O)(=O)c2ccccc2)cc1OC	-1	-6
COc1ccc(C)c2sc(N(CCN(C)C)C(=O)c3ccc(S(=O)(=O)N(C)c4ccccc4)cc3)nc12	-6	6
O=C1c2ccccc2C(=O)N1CCN1CCc2ccccc21	-38	3
CC(OCCN(C)C)C(=O)C12CC3CC(CC(C3)C1)C2 (stereo not given)	0	0
CCN(CC(=O)Nc1ccccc1C(F)(F)F)C(=O)c1ccc2c(c1)NC(=O)C(C)S2 (stereo not given)	20	-5
CCOCCCn1c(SCC(=O)Nc2ccccc2)nc2ccccc2c1=O	5	-3
Cc1cccc(C)c1NC(=O)CNCC(=O)N(C)C	0	16
O=C(Nc1cccc(C(=O)N2CCOCC2)c1)NC1CCCCC1	25	-8
O=c1c2ccccc2oc2c1oc1ccccc12	-16	12
CC(C)CN1C(=O)C(=O)N(CC(=O)NC2CCCc3ccccc32)C1=O (stereo not given)	-35	13
CCc1cn(C2CC(O)C(CO)O2)c(=O)[nH]c1=O (stereo not given)	-29	-1
COc1cc(C)nc(OCCNC(=O)COc2ccc(Cl)cc2C)n1	3	3
Cc1cc(Cl)c(C)c(S(=O)(=O)Oc2ccccc2NC(=O)CCC(=O)O)c1Cl	-9	-5
CCOc1ccc(NC(=O)CN(C)C(=O)CCCc2c[nH]c3ccccc23)cc1OCC	-56	-7
O=C(COc1cccc(Cl)c1)Nc1ccccc1N1CCCCC1	-32	-1
O=C(OCC(=O)C12CC3CC(CC(C3)C1)C2)c1ccc(O)cc1	-7	-5
Cc1ccc(C(=O)/C=C/c2c(C)nn(-c3ccccc3)c2Cl)cc1	-27	10
COc1ccc(COC(=O)c2ccc(Cl)c(S(=O)(=O)N3CCOCC3)c2)cc1F	8	-1

Continuation:
SMILES	TAG inh	TAG inh DAPI viability
Cc1csc(=O)n1CCC(=O)OCC(=O)c1c(N)n(CC(C)C)c(=O)n(C)c1=O	-24	2
CC1CCN(S(=O)(=O)c2ccc(NC(=O)[C@@H]3CCCN3C(=O)c3cccs3)cc2)CC1	8	-4
CS(=O)(=O)N(CC(=O)N1CCCCCC1)c1cccc([N+](=O)[O-])c1	-7	6
CN(C(=S)NC(=O)C1CC1)c1ccc(O)cc1	3	2
N#Cc1cc(N)ccc1-n1cccc1	-4	-2
O=C1N(c2ccccc2C(F)(F)F)OC1(Cc1ccccc1)c1ccccc1 (stereo not given)	-21	1
O=[N+]([O-])c1ccc(O)c2ncccc12	9	-9
Cc1noc(C)c1S(=O)(=O)NCC(=O)O	2	0
CCC1CCCCN1CC(=O)c1c(C)[nH]c2ccc(OC)cc12 (stereo not given)	10	7
O=C(CN1C(=O)NC(c2ccccc2)(c2ccccc2)C1=O)NCC(=O)Nc1ccc(F)cc1	8	-1
CCN1CCN(c2nc(Nc3cccc(F)c3)nc(N)c2[N+](=O)[O-])CC1	15	6
CCOC(=O)C1(C)CCN1C(=O)c1ccc(C(=O)OC)cc1 (stereo not given)	1	-7
CCOC(=O)Nc1ccc2nc(-c3cscn3)[nH]c2c1	22	-16
O=C(O)c1ccc(/C=N/Nc2cccc(C(F)(F)F)c2)cc1	-15	9
O=C(NC(=S)Nc1ccc(CN2CCCCC2)cc1)c1ccco1	3	-1
CCC(=O)Nc1sc2c(c1C(N)=O)CCN(C(C)=O)C2	8	-5
CC(=O)Nc1ccc(-c2ccnc3c2CC(C(=O)Nc2cccnc2)O3)cc1 (stereo not given)	23	-21
Cc1cc(Oc2ccc(=O)n(C)n2)nc(SCC(N)=O)n1	-6	3
CCCN1Cc2cccc(C(=O)N3CCN(c4cc(Cl)ccc4C)CC3)c2C1=O	5	2
COc1ccc(CCN(C)C(=O)CSc2nc3ccccc3c(=O)n2CC2CCCO2)cc1OC (stereo not given)	1	1

Already shown: entries from further up.
SMILES	TAG inh	TAG inh DAPI viability
Cc1csc(=O)n1CCC(=O)OCC(=O)c1c(N)n(CC(C)C)c(=O)n(C)c1=O	-24	2
CC1CCN(S(=O)(=O)c2ccc(NC(=O)[C@@H]3CCCN3C(=O)c3cccs3)cc2)CC1	8	-4
CS(=O)(=O)N(CC(=O)N1CCCCCC1)c1cccc([N+](=O)[O-])c1	-7	6
CN(C(=S)NC(=O)C1CC1)c1ccc(O)cc1	3	2
N#Cc1cc(N)ccc1-n1cccc1	-4	-2
O=C1N(c2ccccc2C(F)(F)F)OC1(Cc1ccccc1)c1ccccc1 (stereo not given)	-21	1
O=[N+]([O-])c1ccc(O)c2ncccc12	9	-9
Cc1noc(C)c1S(=O)(=O)NCC(=O)O	2	0
CCC1CCCCN1CC(=O)c1c(C)[nH]c2ccc(OC)cc12 (stereo not given)	10	7
O=C(CN1C(=O)NC(c2ccccc2)(c2ccccc2)C1=O)NCC(=O)Nc1ccc(F)cc1	8	-1
CCN1CCN(c2nc(Nc3cccc(F)c3)nc(N)c2[N+](=O)[O-])CC1	15	6
CCOC(=O)C1(C)CCN1C(=O)c1ccc(C(=O)OC)cc1 (stereo not given)	1	-7
CCOC(=O)Nc1ccc2nc(-c3cscn3)[nH]c2c1	22	-16
O=C(O)c1ccc(/C=N/Nc2cccc(C(F)(F)F)c2)cc1	-15	9
O=C(NC(=S)Nc1ccc(CN2CCCCC2)cc1)c1ccco1	3	-1
CCC(=O)Nc1sc2c(c1C(N)=O)CCN(C(C)=O)C2	8	-5
CC(=O)Nc1ccc(-c2ccnc3c2CC(C(=O)Nc2cccnc2)O3)cc1 (stereo not given)	23	-21
Cc1cc(Oc2ccc(=O)n(C)n2)nc(SCC(N)=O)n1	-6	3
CCCN1Cc2cccc(C(=O)N3CCN(c4cc(Cl)ccc4C)CC3)c2C1=O	5	2
COc1ccc(CCN(C)C(=O)CSc2nc3ccccc3c(=O)n2CC2CCCO2)cc1OC (stereo not given)	1	1

The results go on:
SMILES	TAG inh	TAG inh DAPI viability
Cc1ccc(Cl)c(OCC(=O)N2CCc3ccccc3C2)c1	3	-4
O=C(c1cc(-c2ccccn2)nc2ccccc12)N1CCN(c2ncccn2)CC1	-12	1
NC(=O)c1ccsc1NC(=O)Cc1ccc([N+](=O)[O-])cc1	3	-9
COc1ccc(-c2cc(C(F)F)n3ncc(C(=O)Nc4cc(C)on4)c3n2)cc1	12	115
CCCCCOC(=O)NC1CCS(=O)(=O)C1 (stereo not given)	-7	-6
Clc1ccc(-c2c[n+](Cc3ccc(Br)cc3)c3n2CCCCC3)cc1	1	-2
Cc1ccccc1C(=O)Nc1ccc(O)cc1C(=O)O	-10	10
O=C(c1ccc(F)cc1Cl)N1CCN(S(=O)(=O)c2cccs2)CC1	6	0
Cn1nc(NC(=O)C2CCC2C(=O)O)c2c(F)cccc21 (stereo not given)	-8	2
COc1ccccc1-c1n[nH]nc1C1=CC(=O)CC(C)(C)C1	6	1
O=C(NCc1ccco1)c1ccc(Cl)c(S(=O)(=O)Nc2ccccc2)c1	6	-4
COc1ccc(/C=N\Nc2ccc([N+](=O)[O-])cc2[N+](=O)[O-])c(C(=O)O)c1OC	8	6
Cc1cccc(C(=O)NNC(=O)C2CC2)c1	-10	1
CNC(=O)c1ccc(CN(C)C(=O)/C=C/c2ccc(S(=O)(=O)N3CCCCCC3)cc2)cc1	0	6
COc1ccc2c(c1)C1(Nc3ccccc3-c3nc4ccccc4n31)C(=O)N2 (stereo not given)	5	0
O=C(CCNS(=O)(=O)c1cccs1)NCc1cccs1	-8	-14
COc1ccc(Br)c(C(=O)NC(C)(C)CO)c1	4	1
Cc1cc(C)n(-c2ccc(C(=O)NCCCN3CCOCC3)cc2)n1	1	-1
O=c1[nH]c(/C=C\c2cccc(O)c2)nc(O)c1[N+](=O)[O-]	-4	-2
CC(NC(=O)c1cc2ccccc2o1)c1ccccc1 (stereo not given)	7	4
Cc1ccc(NC(=S)N(N)CCO)cc1	3	-4
COc1ccc(CCN=C(N)NS(=O)(=O)c2cc(F)ccc2F)cc1	-3	-4
Cc1cc(NC(=O)C2CC2)n(-c2nc3ccccc3s2)n1	8	-11
COc1cc(NC(=O)c2ccc3snnc3c2)cc(OC)c1	-4	10
O=C(O)CC(NC(=O)c1ccco1)c1ccco1 (stereo not given)	-4	8
O=C(NNc1nc2cc3c(cc2s1)OCO3)c1cccc(F)c1	-7	6
Cc1ccc(OCC(=O)N2CCN(S(=O)(=O)c3ccc(Cl)s3)CC2)cc1C	0	-12
Cc1ccc(-n2nnnc2SCC(=O)N2c3ccccc3NC(=O)C2(C)C)cc1	-5	-7
COc1ccc(C)cc1NC(=O)c1cc(S(=O)(=O)N2CCCC2)cn1C	-12	2
O=C(CC1S/C(=N/N=C/C=C/c2ccccc2)NC1=O)Nc1ccc(C(=O)O)cc1 (stereo not given)	0	-14
O=C(NCCC1=CCCCC1)C1CCCN(S(=O)(=O)c2cccnc2)C1 (stereo not given)	-5	-3
O=C(CSc1oc(-c2ccco2)nc1S(=O)(=O)c1ccccc1)NCC1CCCO1 (stereo not given)	-6	-3
N#Cc1nc(Nc2cccc(Cl)c2)c2ncn(C3CCCC3)c2n1	30	3
CC(C)(C)OC(=O)N1CCC(C(N)=O)CC1	-6	-4
CCCc1c(C(=O)NNc2ccccc2OC)cnn1-c1ccccc1	3	-9
c1ccc(-c2nccc(-c3ccco3)n2)nc1	28	-9
O=C(Nc1cccc(NC(=O)c2ccco2)c1)c1ccc2c(c1)OCCO2	7	-16
CCCN(CC1CC1)C(=S)NC(=O)c1ccccc1C	-7	7
CCCOc1ccccc1N1C(=O)CC(N(O)c2ccccc2)C1=O (stereo not given)	-1	2
Cc1ccc(-c2nn(CC(=O)NC(C)c3ccccc3)c(=O)c3ccccc23)cc1 (stereo not given)	31	-1
CN(CCc1ccccc1)C(=O)c1cccc(NC(=O)Cc2cccc(NC(=O)C3CCCN(C(=O)C4CCC4)C3)c2)c1 (stereo not given)	14	-6
COCCNC(=O)C1CC(c2ccc([N+](=O)[O-])cc2)=NO1 (stereo not given)	-9	0
CC(=O)c1c(C)n(-c2ccc(C)cc2)c2ccc(O)cc12	-15	-5
CC(O)CNCCCOc1ccc(Cl)cc1C(C)(C)C (stereo not given)	28	-7
O=C(/C=C/c1ccccc1)Nc1ccc(CN2CCOCC2)cc1	-6	0
O=C(NCc1ccc2c(c1)OCO2)C1CCCN1C(=O)Nc1ccc(F)cc1 (stereo not given)	8	-2
CCCCOCCO	-9	13
O=C(CCNC(=O)c1ccc(Br)cc1)NCc1cccnc1	-5	-1
COC(=O)c1c(NC(=O)c2ccoc2C)sc2c1CCC2	-2	26
CC1=C(C(=O)N2CCOCC2)CC(CC(=O)NCc2ccco2)C(=O)N1Cc1ccc(C(C)(C)C)cc1 (stereo not given)	1	-8
N#CCC(=O)Nc1ncc(Cc2ccccc2Cl)s1	-1	1
CCS(=O)(=O)Nc1cc(-c2nc3cccnc3s2)ccc1C	2	10
O=C(NCc1ccncc1)C1=NN(c2ccccc2)C(=O)CC1	-3	-6
